Assay outcomes as filed in PubChem.
HT1080NT lethal = kills 2HG-producing HT-1080-NT fibrosarcoma cells; HT-1080-NT fibrosarcoma viability, CellTiter-Glo ATP luminescence, 48 h; Potency, µM (top dose mostly 46.1 µM), inactives show at the top dose activity, negative = less viability, most hits filed as cytotoxic; 360,000 compounds, 1.6% hits; AID 686970;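 also: NT is the 2HG producing partner of a matched IDH1 knockdown line; potency is read from the fitted curve at half-maximal effect; 0% = DMSO-treated cells and -100% = media-only wells without cells; nearly all actives have a fitted effect of over 55% in size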
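Read-out is CellTiter-Glo luminescence after 10 minutes at room temperature, following 48 hours' compound treatment of HT-1080-NT cells (750 cells/well, RPMI, 5% FBS, 37 degrees C).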
HT1080 IDH1KD tx = HT-1080 IDH1 knockdown cell toxicity (counter line); AID 686971; 360,000 compounds, 2% hits; Potency, µM (doses to about 46.1 µM), inactives show at the highest dose activity, negative = toxicity, usual class: cytotoxic; HT-1080 IDH1 knockdown viability, ATP luminescence, 48 h;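 also: potency is read from the fitted curve at half-maximal effect; 0% = DMSO wells and -100% = cell-free medium wells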
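Cytotoxicity counter-line: IDH1KD HT-1080, 48 h, CellTiter-Glo. Curves classed by r2, magnitude and activity.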
GLP1R ag = agonists of human GLP-1 receptor. AID 624172. Potency, µM (highest dose often 45.6 µM), inactives show at the top dose activation, usual class: activators. HEK293 GLP-1R CRE-luciferase, luminescence, 4-6 h; cells express a hypersensitive GLP-1R form. 380,000 compounds, 0.007% hits; also: potency is read from the fitted curve at half-maximal effect; % of control where 0% means no effect
Target sequence (P43220 whole entry, looked up): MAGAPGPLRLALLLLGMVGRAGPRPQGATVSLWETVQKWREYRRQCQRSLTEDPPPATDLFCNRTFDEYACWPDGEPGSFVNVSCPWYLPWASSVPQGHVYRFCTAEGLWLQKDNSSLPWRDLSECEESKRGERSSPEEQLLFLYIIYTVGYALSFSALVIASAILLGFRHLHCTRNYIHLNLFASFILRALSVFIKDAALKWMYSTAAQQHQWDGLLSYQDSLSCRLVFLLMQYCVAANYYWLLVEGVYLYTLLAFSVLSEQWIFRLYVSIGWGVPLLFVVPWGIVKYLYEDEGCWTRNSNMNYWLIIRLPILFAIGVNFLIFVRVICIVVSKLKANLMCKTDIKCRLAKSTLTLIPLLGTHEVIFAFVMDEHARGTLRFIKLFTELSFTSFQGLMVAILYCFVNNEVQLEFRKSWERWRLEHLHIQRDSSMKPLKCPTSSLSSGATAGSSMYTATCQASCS
KB-V1 cytotox = kills drug-selected multidrug resistant KB-V1 cells; KB-V1 MDR cells viability, CellTiter-Glo, 72 h; Potency, µM (titrated, usually from 46.1 µM), for inactives: at the highest dose activity change, negative = cytotoxicity, hits mostly cytotoxic; 400,000 compounds, 3.4% hits; AID 1347076; also: potency is read from the fitted curve at half-maximal effect; % is scaled to controls: 0 for no effect and ±100 for the full control effect; nearly all actives have a fitted effect of over 60% in size
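Luminescent ATP read-out (CellTiter-Glo, 10 min) measures survival of drug-selected KB-V1 MDR cells after 72 h, 37 degrees C compound exposure. Medium: phenol-red-free DMEM, 10% FBS. Values from fitted concentration-response curves.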
KB-3-1 cytotox = KB-3-1 parental cell cytotoxicity; Potency, µM (highest dose often 46.1 µM), for inactives: top-dose activity change, negative = cytotoxic, actives largely listed as cytotoxic; 400,000 compounds, 1.4% hits; KB-3-1 viability, CellTiter-Glo ATP luminescence, 72 h; AID 1347075; also: potency is read from the fitted curve at half-maximal effect; % is scaled to controls: 0 for no effect and ±100 for the full control effect; nearly all actives have a fitted effect of over 60% in size
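Cells are dispensed, compounds pinned in, plates held at 37 °C for 72 h, then CellTiter-Glo is added and luminescence read after 10 minutes. Cell line: parental KB-3-1 in phenol-red-free DMEM, 10% FBS.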
D3 antag = antagonists of human D3 dopamine receptor; P35462; D3R cells, DiscoveRx beta-arrestin luminescence, antagonist mode; stronger effect = lower value; max response, negative = inhibition, %; 360,000 compounds, 2.5% hits; AID 652054; in the data active = max response below about -50%; inconclusive = no clear call, values can overlap the other calls; also: % is scaled to controls: 0 for no effect and ±100 for the full control effect; mostly tested at two doses, the higher about 12 µM
Target sequence (P35462 whole entry, looked up): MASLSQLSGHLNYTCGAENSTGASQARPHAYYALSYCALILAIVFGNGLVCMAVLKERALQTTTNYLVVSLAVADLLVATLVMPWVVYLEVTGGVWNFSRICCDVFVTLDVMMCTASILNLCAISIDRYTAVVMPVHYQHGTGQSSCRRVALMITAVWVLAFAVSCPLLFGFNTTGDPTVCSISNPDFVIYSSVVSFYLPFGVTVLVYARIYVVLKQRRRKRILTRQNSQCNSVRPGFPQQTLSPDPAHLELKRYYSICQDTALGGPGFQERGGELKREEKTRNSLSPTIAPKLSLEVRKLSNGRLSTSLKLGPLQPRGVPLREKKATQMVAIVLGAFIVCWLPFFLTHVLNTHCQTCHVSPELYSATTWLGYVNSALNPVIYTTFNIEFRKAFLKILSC
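Cells plated overnight at 1500 cells/well, then exposed to library compounds with dopamine controls for 90 minutes at 37 degrees C. DiscoveRx reagent added for 30–60 minutes at room temperature; luminescence read, quantitative HTS format.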
IL-1B inflam inh = blocks inflammasome-driven IL-1 beta release; THP-1 LPS/ATP IL-1B secretion, AlphaLISA, 16 h; stronger effect = lower value; activity change, % at 57.5 µM; 360,000 compounds, 4.7% hits; in the data active = activity change below about -50%; inconclusive = mostly about -30% to -49%; also: % is scaled to controls: 0 for no effect and ±100 for the full control effect
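THP-1 cells pretreated 1 hr with compounds (up to 57.5 uM final), then stimulated with LPS (250 ng/mL final) plus ATP (1.25 mM final); secreted IL-1B measured by AlphaLISA after 16 hr, decreased signal indicating inhibition.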
SW480 rereplic = inducers of DNA re-replication in SW480 colon cancer cells; Potency, µM (highest dose often 46.1 µM), for inactives: top-dose re-replication activation, most hits filed as activators; SW480 DNA re-replication, Hoechst DNA content imaging, 48 h; AID 624297; 340,000 compounds, 1.8% hits; also: potency is read from the fitted curve at half-maximal effect; % of control where 0% means no effect; nearly all actives have a fitted effect of over 55% in size
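Compounds, transferred as 23 nL by pin tool, were incubated with cells for 48 hr; DNA content per nucleus was then quantified by Hoechst staining and fluorescence plate imaging.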
D3 ag = activates the human D3 dopamine receptor; P35462; D3R DiscoveRx beta-arrestin cells, luminescence, 90 min; max activation, %; 410,000 compounds, 0.58% hits; in the data active = max activation above about 30%; also: 0% is about no effect; mostly tested at two doses, the higher about 12 µM
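Agonist mode: compounds and dopamine controls were applied to plated cells for 90 min at 37 degrees C after an overnight attachment at 1500 cells/well. Luminescent read-out followed 30 - 60 minutes at room temperature with DiscoveRx detection reagent.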
Active calls of the source: *; ? = inconclusive; . = not tested or not shown; & = joins results of further samples; [ ] = remark or other dose. Unless noted, calls follow the shape of the dose curve; as a rule, active = well fitted curve in the direction sought with a large enough effect; inconclusive = small, poorly fitted or top-dose-only effect, or another doubt; inactive = no such curve, though single readings can be large; an effect the other way counts as inactive or inconclusive.

item	Structure	HT1080NT lethal	HT1080 IDH1KD tx	GLP1R ag	KB-V1 cytotox	KB-3-1 cytotox	D3 antag	IL-1B inflam inh	SW480 rereplic	D3 ag
1	CC(=O)c1ccc(NC(=O)c2cnn3ccccc23)cc1	-8.8%	-14.9%	-6.3%	-4.7%	?	-17.7	-17.3	3.8%	3.3
2	COc1ccc(C2(O)CCN(Cc3nnnn3Cc3ccc(F)cc3)CC2)cc1	8.6%	3.5%	14.6%	-1.5%	13.8%	?	-5.3	-5.3%	-19.0
3	Cc1cccc(Cn2ccc(NC(=O)c3cccnc3)n2)c1	4.5%	-5.9%	7.2%	9.3%	0.1%	5.1	80.9	-8.4%	2.5
4	CCc1ccc(C(=O)c2cn(CC(=O)Nc3ccc(OC)c(OC)c3)c3ccc(C)cc3c2=O)cc1	.	.	-0.5%	2.1%	2.6%	.	.	.	-5.6
5	CC(C)CC(N)c1cn([C@@H](CCC(=O)O)C(=O)N2CCNCC2)nn1 (some centres not stated)	1.9%	8.0%	8.1%	-2.8%	6.3%	10.3	24.8	-5.7%	-17.1
6	CC(Nc1ccc2c(c1)OCCO2)C(=O)N1c2ccccc2CC1C (configuration not stated)	-8.2%	-11.2%	4.2%	?	-16.7%	-5.8	7.7	29.3%	1.4
7	CCCOP(=O)(c1ccc(N(C)C)cc1)C(O)c1ccc(Cl)cc1 (configuration not stated)	-11.8%	-7.1%	4.2%	0.8%	-3.7%	-5.4	-14.1	-3.4%	-9.2
8	COc1ccc(OCC(O)CNCc2ccco2)cc1 (configuration not stated)	6.9%	8.2%	-10.4%	0.0%	26.6%	0.0	-19.2	3.5%	-8.0
9	COc1ccc(OC)c(CN2CCN(C(=O)c3cccc(S(=O)(=O)N(C)c4ccccc4)c3)CC2)c1	-10.4%	-6.6%	1.9%	?	-1.1%	-20.3	-19.2	.	-6.2
10	CCN(c1cc(C)cc(C)c1)S(=O)(=O)c1nnc(NC(=O)C(C)(C)C)s1	-14.2%	4.4%	-2.4%	0.1%	-1.5%	3.1	-8.8	2.5%	1.5
11	Cc1cc(C)c2c(=O)[nH]cnc2n1	4.6%	5.6%	-2.0%	0.0%	-18.8%	1.8	40.0	-9.5%	-7.2
12	Cc1[nH]c(=O)[nH]c(=O)c1S(=O)(=O)N1CCC(C(=O)N2CCN(c3cccc(C(F)(F)F)c3)CC2)CC1	26.3%	13.5%	0.3%	-8.2%	?	0.0	13.7	-22.0%	2.1
13	COc1ccccc1N1CCN(C2CCCN(C(=O)Cn3cccn3)C2)CC1 (configuration not stated)	-7.9%	-4.9%	-3.4%	.	.	2.9	7.8	4.7%	-14.4
14	COc1cc(CN2CCN(Cc3ccc4cc(F)ccc4n3)CC2CCO)cc(OC)c1 (configuration not stated)	-21.2%	-18.0%	-0.7%	-0.5%	4.3%	-1.2	?	-3.6%	5.3
15	CCNC(=O)C1(C)CCCN(C(=O)/C=C/c2ccccc2)C1 (configuration not stated)	?	21.4%	-6.6%	-0.5%	0.0%	4.7	1.1	.	1.9
16	O=C1CC(c2ccccc2)Sc2ccccc2N1 (configuration not stated)	-4.1%	-8.2%	16.5%	3.2%	15.3%	30.0	0.0	-6.9%	-1.5
17	CCNc1nc(NCC)nc(N(C)/N=C/c2ccco2)n1	2.2%	-0.2%	-0.6%	5.1%	-1.1%	-17.5	9.5	3.5%	-3.0
18	O=C(c1ccc(Cl)cc1[N+](=O)[O-])N1CCc2ccccc2C1	8.7%	-4.3%	10.4%	-24.0%	-0.4%	-8.4	3.9	-0.1%	3.5
19	CCn1nc(C)cc1-c1nnc(Sc2ncc([N+](=O)[O-])s2)n1C	10.3µM*	20.6µM*	-7.5%	-14.5%	?	-117.4*	-99.2*	28.4%	-24.5
20	C=CCSC1=N/C(=C\c2ccc(C)o2)C(=O)S1	8.6%	2.5%	-9.8%	-4.8%	-3.0%	1.4	-10.1	?	-0.8
21	c1coc(-c2nnc3n2C2(CCCC2)Cc2ccccc2-3)c1	11.3%	9.9%	6.4%	-10.2%	7.2%	-15.2	-14.2	-13.0%	-2.4
22	O=C(CSc1nnc(CNC(=O)c2ccco2)o1)Nc1cccc(C(F)(F)F)c1	1.9%	13.0%	8.2%	28.6%	4.5%	5.5	9.6	-0.5%	2.4
23	COc1ccccc1C(=O)NCCC(=O)N(C)CC(=O)Nc1ccc(C)cc1	13.3%	3.3%	-4.0%	0.0%	7.1%	3.8	-4.4	-2.8%	3.5
24	Cc1cc(Oc2ccc(Cl)cc2)nc(-c2ccccn2)n1	-10.4%	?	13.7%	-23.8%	-7.6%	6.1	46.1	34.0%	-14.4
25	O=[N+]([O-])c1cccc(C(=Nc2ccccc2Cl)NO)c1	-3.1%	-1.9%	13.6%	?	1.5%	21.4	-8.5	0.1%	-4.4
26	COc1cccc(C(=O)OCC(=O)Nc2nnc(-c3ccccc3)o2)c1	-1.5%	-4.9%	-13.2%	?	0.4%	5.3	-1.8	-3.5%	4.5
27	COC(=O)CCCn1c(-c2ccc(C)cc2)c(C)n2c3c(=O)n(C)c(=O)n(C)c3nc12	.	.	-0.2%	?	2.4%	.	.	.	1.5
28	COc1cc2c(cc1[N+](=O)[O-])-c1ccc([N+](=O)[O-])cc1C2=NO	-13.8%	-16.7%	11.2%	?	-0.4%	0.0	?	.	-11.0
29	Cc1ccc(NC(=O)C2CCCN(S(=O)(=O)c3c(C)noc3/C=C/N(C)C)C2)c(C)c1 (configuration not stated)	-9.8%	-17.8%	-3.4%	2.0%	22.3%	25.1	-5.6	19.5%	-1.4
30	CNC[C@@H]1Oc2cc(Br)ccc2S(=O)(=O)N([C@@H](C)CO)C[C@H]1C	-3.5%	7.5%	12.8%	17.5%	9.2%	-17.3	-15.5	.	-6.5
31	COc1ncccc1C(=O)N1CCC(n2nccc2NC(=O)CC(C)C)CC1	-9.3%	-4.5%	0.0%	13.7%	-8.4%	-52.1*	-22.1	-7.1%	-10.7
32	COC(=O)[C@@H]1C[C@H]1[C@@H](NC(=O)c1ccccc1)c1ccccc1	14.6%	6.1%	-0.4%	-0.3%	1.4%	21.9	34.2	-12.1%	-29.4
33	c1ccc(COc2ncnc3c2ncn3CCCN2CCN(c3ncccn3)CC2)cc1	-10.9%	2.8%	4.8%	-9.8%	-9.2%	12.7	-12.2	.	23.6
34	CCOC(=O)CSc1nc2cc3c(cc2cc1C#N)OCO3	12.6%	5.3%	-9.9%	6.5%	25.1%	7.9	-13.1	9.2%	3.7
35	CCN(CC)S(=O)(=O)c1cccc(-c2nnc(SCc3nc4ccccc4s3)o2)c1	-5.3%	-16.5%	6.5%	?	?	17.9	-25.9	1.0%	-1.0
36	Cc1cc(NC(=O)CSc2nc(-c3ccco3)cc(C(F)(F)F)n2)no1	0.581µM*	0.517µM*	18.0%	?	0.82µM*	16.0	61.9	0.731µM*	-8.6
37	O=C(Nc1cccnc1)c1cc(-c2ccc(F)cc2)on1	1.7%	2.0%	-1.2%	?	-0.6%	-9.7	10.4	-5.1%	-15.8
38	Cc1ccn2c(NC(=O)c3ccco3)c(-c3ccccc3)nc2c1	2.7%	6.3%	-9.0%	15.0%	-4.3%	-10.8	-4.8	-2.6%	2.4
39	COC(=O)c1cc(C#N)c(SCc2ccccc2)nc1C	-4.5%	7.4%	9.2%	-1.5%	5.7%	2.4	7.6	-6.4%	3.5
40	Cc1cccc(C)c1OCC(=O)N/N=C/C=C/c1ccco1	?	?	3.2%	-12.8%	?	21.2	11.1	?	1.6
41	CCOC(=O)c1ccccc1NC(=O)CSc1nnc(COc2ccccc2)n1CC	-6.9%	1.0%	2.4%	?	-5.5%	5.6	-6.8	-8.3%	3.9
42	NC(=O)C1c2ccccc2CSc2ccccc21 (configuration not stated)	6.6%	15.0%	0.0%	24.4%	11.3%	-3.4	13.8	-3.9%	1.0
43	Cc1ccc(C)c(N2CCN(S(=O)(=O)c3csc(C(N)=O)c3)CC2)c1	-2.2%	-19.9%	8.3%	-11.1%&-12.3%	-6.7%&-25.7%	4.9	40.6	1.7%	7.7&-7.1
44	C[C@@H]1NS(=O)(=O)c2cc(Cl)ccc2O[C@@H]1c1ccccc1	1.2%	4.0%	13.8%	-10.8%	1.3%	4.6	-5.9	7.0%	-10.5
45	Cc1cc(C)n2nc(C(=O)Nc3ccc4c(c3)OCO4)cc2n1	1.8%[9.24 µM]	12.7%	-10.5%	2.9%	-1.3%	-5.3	-24.0	-4.4%	-7.3
46	Cc1ccc(OCC(=O)Nc2ccc(NC(=O)c3ccco3)cc2)c(C)c1	-22.6%	-8.9%	6.7%	2.8%	4.7%	9.0	1.5	-1.7%	27.2
47	Nc1ccc(C(=O)N/N=C/c2ccc(N3CCOCC3)s2)cc1	0.3%	7.5%	4.7%	1.3%	3.6%	-6.2	-5.9	-7.6%	-0.6
48	CCP(=O)(CC)c1cccc(N)c1	14.3%	17.4%	-2.4%	7.3%	18.3%	0.0	10.1	-9.9%	7.8
